Assay outcomes from PubChem BioAssay.
Neddylation inh: cullin neddylation inhibition; calls only at 25 µM; P61081+Q13564; TR-FRET cullin neddylation, biochemical; actives 0.58% (n = 360,000); in the data active means inhibition above about 36%
bovine MsrA act: activators of bovine methionine sulfoxide reductase A; purified bovine MsrA, absorbance read-out; activation, % at 10.6 µM; AID 602163; actives 0.3% (n = 360,000); in the data active means activation above about 7.5%;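 further: 0% = vehicle and 100% = reference activator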
MLLE-PAM2 inh: inhibitors of microRNA-mediated deadenylation, human PABP1 MLLE binding | P11940 | GST-MLLE / FITC-PAM2 fluorescence polarization | inhibition, % at 20 µM | actives 0.36% (n = 360,000) | AID 588489; in the data active means inhibition above about 35%, passing the limit was not always enough;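 further: plate controls were DMSO wells with GST-MLLE for no effect and wells lacking GST-MLLE protein for full effect; some results filed as inactive read as strong as hits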
Target sequence (P11940 whole entry, looked up): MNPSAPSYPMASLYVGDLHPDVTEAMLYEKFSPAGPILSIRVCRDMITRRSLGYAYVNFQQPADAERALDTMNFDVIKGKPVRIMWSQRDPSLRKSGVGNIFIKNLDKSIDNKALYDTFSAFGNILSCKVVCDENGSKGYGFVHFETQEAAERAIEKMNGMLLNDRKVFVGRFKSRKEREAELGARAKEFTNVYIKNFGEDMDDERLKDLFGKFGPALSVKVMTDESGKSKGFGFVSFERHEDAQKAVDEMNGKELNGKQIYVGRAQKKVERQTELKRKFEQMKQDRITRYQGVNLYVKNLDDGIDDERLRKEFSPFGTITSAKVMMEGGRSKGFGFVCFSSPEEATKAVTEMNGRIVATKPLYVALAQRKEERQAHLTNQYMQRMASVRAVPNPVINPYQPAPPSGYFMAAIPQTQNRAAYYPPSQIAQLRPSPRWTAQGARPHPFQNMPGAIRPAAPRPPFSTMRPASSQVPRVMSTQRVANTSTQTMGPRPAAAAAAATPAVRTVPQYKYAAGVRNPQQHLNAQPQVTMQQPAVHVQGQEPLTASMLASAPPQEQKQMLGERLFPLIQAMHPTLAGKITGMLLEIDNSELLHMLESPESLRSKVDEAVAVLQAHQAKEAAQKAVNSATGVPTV
NRP1-CendR mod: modulators of CendR peptide binding to human neuropilin-1; O14786; FAM-RPARPAR peptide binding to NRP-1, fluorescence polarization; inhibition, % at 25 µM; actives 0.85% (n = 360,000); AID 602438;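 active means inhibition or corrected inhibition above about 18%, plus a signal ratio from 0.5 to 1.5, limit read from the data, passing the limit was not always enough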; further: strong numbers were not always called active
FAS-TE inh: blocks the thioesterase domain of human fatty acid synthase. recombinant FAS-TE, OMFH fluorogenic substrate, fluorescence endpoint. P49327. inhibition, % at 15 µM. actives 0.67% (n = 360,000). AID 602261;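 active means compounds whose normalised, plate-corrected inhibition of enzyme fluorescence in the single-dose primary screen is 50% or more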;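 further: 0% = DMSO with enzyme and 100% = substrate without enzyme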
MT1-MMP act inh: MT1-MMP (human) activation inhibition; P50281; HT1080 RFP-PRO-GFP cells, GFP/RFP ratio fluorescence, overnight; percent of plate control window, DMSO zero; GFP/RFP ratio change, % at 20 µM; actives 0.061% (n = 360,000); AID 651647;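 active means GFP/RFP ratio change of at least 30% with cell ATP level not reduced by more than half and red fluorescence within 50% of control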; further: strong numbers were not always called active
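Read-out: GFP/RFP fluorescence ratio; Test system: RFP-PRO-GFP reporter HT1080 cells; Compound dosing: single-point 20 µM compound, 1% DMSO; Times: overnight compound exposure at 37 °C.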
E coli Lon inh: inhibits E. coli Lon protease; inhibition, % at 7.94 µM; purified E. coli Lon protease, fluorescence polarization; actives 0.42% (n = 360,000); in the data active means inhibition above about 13%, passing the limit was not always enough;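 further: 0% = enzyme with probe and DMSO and 100% = no enzyme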
Rin1 Abl inh: inhibitors of human Rin1-Abl protein interaction; P00519+Q13671; TR-FRET Rin1/Abl binding, biochemical; inhibition, % at 7.35 µM; actives 0.4% (n = 360,000); in the data active means inhibition above about 5%, passing the limit was not always enough
SKN-1 block: C. elegans SKN-1 inhibition; C. elegans VP596 Pgst-4::GFP/RFP ratio, acrylamide-induced, 24 h; inhibition, % at 21.8 µM; actives 0.49% (n = 360,000);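 active means interference check ratio from 0.5 to 1.5 plus GFP to RFP signal ratio inhibition reaching or exceeding a fixed threshold, cut at about 30% in these data, passing the limit was not always enough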; further: some compounds called inactive have numbers as strong as hits
Starred values were filed as active, the others as inactive; i = inactive; x = not tested or not shown.

structure,SKN-1 block,NRP1-CendR mod,MT1-MMP act inh,FAS-TE inh,Neddylation inh,E coli Lon inh,Rin1 Abl inh,bovine MsrA act,MLLE-PAM2 inh
O=C(CN1CCN(S(=O)(=O)c2ccc(Br)s2)CC1)NC1CCCCC1,3,0,5,1,i,9,0,-2,11
O=C1c2cc(F)ccc2OC2(CCNCC2)C12CC(c1ccccc1)=NO2 (centres undefined),-11,0,0,-12,i,7,4,-10,-3
COc1ccc(NC(=O)N2CCCC(c3nc(-c4ccc(F)cc4)no3)C2)cc1 (centres undefined),3,16,2,4,i,-1,0,-3,13
COC(=O)C[C@H]1c2cc(C(F)(F)F)ccc2S(=O)(=O)N1Cc1ccccc1OC,-4,6,-1,10,i,-3,-1,1,16
CCOC(=O)c1cc2c(=O)n3ccccc3nc2n(Cc2ccco2)c1=NC(=O)c1ccc(OC)cc1OC,1,-58,-15,-1,x,-12,-3,-1,-19
COC(=O)c1cc(NC(=O)c2ccc(OC)cc2)c(=O)oc1C,3,-9,-3,-2,i,-10,1,-2,-9
O=S(=O)(NC1CCCCC1)c1ccc(-c2csnn2)s1,-12,0,1,6,i,-2,-1,-3,7
CC1CCCC(NC(=O)Cn2c(Cl)nc3c2c(=O)n(C)c(=O)n3C)C1C (centres undefined),9,4,-2,11,i,-2,2,-5,-18
CC(C)(CN1CCCC1)NS(=O)(=O)c1ccc(Cl)cc1,6,-1,-4,-3,i,3,1,-11,0
C=CCSc1nnc(NC(=O)c2c(CC)noc2C)s1,9,5,0,-2,i,-1,-2,-3,-50
O=C(CN1CCCCCC1)NCCN1C(=O)S/C(=C\c2ccccc2Cl)C1=O,-2,3,0,17,i,4,-2,-3,12
Cc1nn(CC(=O)NCCC2=CCCCC2)c(C)c1S(=O)(=O)N(C)C,-7,-11,0,-2,i,3,4,-5,11
CCCCOCCCNC(=O)C[C@@H]1C[C@@]2(C(=O)OC)CC(C)(C)CC=C2N(Cc2cccc3ccccc23)C1=O,-8,2,-8,x,i,x,x,x,x
CC(=O)NC(c1ccccc1)c1cc([N+](=O)[O-])c2cccnc2c1O (centres undefined),11,9,3,5,i,-3,3,-3,7
CC1CCCN(C(=O)C(=O)Nc2ccc3nc4n(c(=O)c3c2)CCCCC4)C1 (centres undefined),5,8,0,-1,i,-3,1,0,-4
CC(=O)c1ccc(NC(=S)NC(=O)Cc2ccc(Cl)cc2)cc1,17,5,5,3,i,5,3,-5,18
CC(C)OC(=O)/C(C#N)=C\c1cccnc1,13,12,5,-11,i,-9,3,-2,5
CNc1nc(C)nc(-c2ccccc2O)n1,9,2,1,-6,i,-3,-1,-2,-1
Cc1cc(C)nc(NS(=O)(=O)c2ccc(CC(C)C)cc2)c1,2,-1,0,-1,i,0,-4,-4,-6
Cc1ccc(C(=O)NCc2ccc3c(c2)OCO3)o1,8,6,-3,-4,i,-14,1,-3,4
CC(C)CC1NC(=O)N(CC(=O)NC2CCCCC2)C1=O (centres undefined),18,6,9,-6,i,-5,6,-3,-10
O=C(N/N=C/c1cc([N+](=O)[O-])c(N2CCOCC2)cc1N1CCOCC1)c1cccnc1,12,4,2,-6,i,-6,-6,-6,-6
O=C(NNc1c([N+](=O)[O-])cc(C(F)(F)F)cc1[N+](=O)[O-])c1ccco1,7,13,-1,-1,i,0,-6,-4,-131
O=C(Cn1cc2c(n1)CCCC2)Nc1cc(-c2cccc(Cl)c2)no1,13,-5,7,17,i,-3,2,-1,6
CC1=C(C(=O)N2CCCCCC2)CC(CC(=O)NC(c2ccccc2)c2ccccc2)C(=O)N1CCC1=CCCCC1 (centres undefined),-7,-6,-15,30,i,-1,x,-1,x
COc1ccc(CN2C[C@@H](CO)O[C@@H](n3cnc4c(NCc5ccncc5)ncnc43)C2)cc1,-12,-25,3,-5,i,-2,2,-12,10
Cn1c(=NC(=O)c2ccccc2[N+](=O)[O-])sc2cccc(F)c21,-3,6,2,3,i,2,-1,-2,-7
CC(=O)N1c2ccccc2Nc2ccccc21,2,-2,-1,-6,i,-4,-2,-3,4
O=C(NNC(=O)c1ccc(S(=O)(=O)N2CCOCC2)cc1)c1ccccc1,4,6,-1,-4,i,-7,-2,-1,-1
OC1CC(c2ccco2)NC2(CCCCC2)C1 (centres undefined),16,-2,-3,-10,i,-4,4,-9,4
Cc1ccc(S(=O)(=O)c2ccsc2NC(=O)c2ccccc2)cc1,-19,15,6,23,i,1,4,-1,4
COC(=O)N1CCc2c(sc(NC(=O)C3COc4ccccc4O3)c2C(N)=O)C1 (centres undefined),-3,8,-4,5,i,3,4,2,14
COc1cc([N+](=O)[O-])ccc1-c1ccc(C(=O)Nc2ccc(NC(C)=O)cc2)o1,3,-7,-2,-9,i,-1,-1,-6,-12
CCc1noc(C)c1C(=O)NNC(=O)c1cc(OC)c(OC)c(OC)c1,18,-3,-2,-8,i,2,-4,0,-117
Cc1ccc(Cc2c(-c3ccc(C)cc3)nc3ccc(Cl)cn23)cc1,-4,-4,-4,10,i,-2,1,-12,7
CCOC(=O)C1(CC)CC(CSc2nc3ccccc3[nH]2)OC1=O (centres undefined),-12,-8,1,-4,i,-3,0,-5,2
O=C(c1cccc(S(=O)(=O)N2CCc3ccccc32)c1)N1CCOCC1,-8,0,-1,-8,i,-10,4,-2,-4
O=C(O)Cc1cn(-c2ccccc2)nc1-c1ccccc1,11,-7,1,-6,i,0,0,-2,3
O=C(c1ccc(Cl)c(S(=O)(=O)N2CCCC2)c1)N1CCN(c2ccccc2F)CC1,1,7,-16,10,i,8,0,-1,5
COc1ccccc1NC(=O)c1ccc2nc(C)c(C)nc2c1,-19,-7,1,-2,i,-10,-1,-5,-15
COCCNc1nc(Oc2ccc(CC(=O)OC)cc2)c2sc(-c3ccccc3)cc2n1,10,1,-4,19,i,-2,-1,-2,-1
Cc1c([N+](=O)[O-])ccc(S(=O)(=O)N2CCC(C(N)=O)CC2)c1C,-5,9,2,-5,i,2,-1,-12,2
Cc1ccc(SCc2cc(=O)[nH]c(N3CCN(C)CC3)n2)cc1,13,-10,0,-6,i,3,-2,-2,-10
N#Cc1ccc(C(=O)OCc2cccc(S(=O)(=O)N3CCOCC3)c2)cc1,4,-12,-4,6,i,-8,5,-2,17
CN(C(=O)COC(=O)c1c[nH]c2ccccc12)c1ccccc1,24,-8,-1,-5,i,2,-1,-1,4
Cc1nc(NC(=O)c2cnccn2)ccc1Br,7,3,4,-3,i,-6,2,-4,10
COCCNC(=O)C(NC(=O)C1CCC(C)CC1)C(C)C (centres undefined),-2,4,-3,-4,i,0,-1,-2,-1
CC(=O)NNC(=O)N1Cc2ccccc2Oc2ccc(Cl)cc21,-13,8,0,-8,i,-2,3,-1,1
CNC(=O)c1[nH]cnc1C(=O)Nc1ccccc1OC,2,-6,9,-3,i,3,-6,1,-4
Cc1ccc([N+](=O)[O-])cc1S(=O)(=O)n1ccnc1C,-1,-1,0,-4,i,3,6,-5,13
CC(C)N(C(=O)[C@H]1C[C@H](CC(=O)NCCCn2ccnc2)C(=O)N2CCc3c([nH]c4cc(-c5ccco5)ccc34)[C@]12C)C(C)C,4,0,2,-15,x,-3,1,-5,16
CC1CCC(NC(=O)c2ccc(CS(=O)(=O)Cc3ccccc3F)o2)CC1 (centres undefined),-9,10,-5,0,i,-8,4,-4,-11
COCCNC(=O)COc1ccc(C)c(C)c1,7,-2,-1,-3,i,2,-1,-3,-7
Nc1c(C(=O)NC2CCCC2)c2nc3ccccc3nc2n1N,3,-6,-4,4,i,-227,-6,-1,-39
CCCCn1c(N)c(N(CC)C(=O)c2cc3c(s2)CCCCC3)c(=O)[nH]c1=O,-2,-6,3,-1,i,-1,-1,0,3
COC(=O)c1sccc1NC(=O)/C=C/c1ccc(Cl)cc1,-8,17,-1,0,x,-8,2,-2,-8
CN(CC(=O)Nc1cccc(F)c1)C(=O)c1ccc(OCc2cn3ccccc3n2)cc1,14,4,1,-8,i,-4,2,-2,5
Cc1ccccc1N1C(S)=C(C#N)C(=O)NC1c1ccco1 (centres undefined),1,-21,-10,-3,i,-15,-1,-5,0
O=C(/C=C/NCc1ccc(F)cc1)c1ccccc1,17,-5,-1,-5,i,-5,-3,-4,-6
CC(=O)Nc1ccc(CCCCc2ccc(NC(C)=O)cc2)cc1,-4,-4,1,4,i,-9,-1,-1,10

Next part:
structure,SKN-1 block,NRP1-CendR mod,MT1-MMP act inh,FAS-TE inh,Neddylation inh,E coli Lon inh,Rin1 Abl inh,bovine MsrA act,MLLE-PAM2 inh
CN(C)c1ccc(C2Nc3cccc4cccc(c34)N2)cc1,7,-5,2,11,i,-6,3,-6,-42
CC(NC(=O)COc1ccc(S(=O)(=O)N2CCCC2)cc1)c1ccccc1 (centres undefined),4,13,4,8,i,-5,3,0,11
CC(C)(C)c1ccc(OCC(=O)Nc2cccc(S(=O)(=O)NC3=NCCCCC3)c2)cc1,-6,-11,4,0,i,-5,0,0,0
COc1cccc(NC(=O)N(C)C[C@@H]2Oc3cc(Br)ccc3S(=O)(=O)N([C@@H](C)CO)C[C@H]2C)c1,-3,-3,-3,-6,i,1,-3,-2,0
Clc1ccc(N/N=C/c2ccncc2)cc1Cl,-9,7,-4,9,i,-6,-2,-4,5
CCS(=O)(=O)N1CCC(C(=O)O)CC1,3,6,3,-4,i,-2,4,0,0

Random excerpt: three compounds from above, in no set order.
structure,SKN-1 block,NRP1-CendR mod,MT1-MMP act inh,FAS-TE inh,Neddylation inh,E coli Lon inh,Rin1 Abl inh,bovine MsrA act,MLLE-PAM2 inh
CCS(=O)(=O)N1CCC(C(=O)O)CC1,3,6,3,-4,i,-2,4,0,0
Clc1ccc(N/N=C/c2ccncc2)cc1Cl,-9,7,-4,9,i,-6,-2,-4,5
CC(C)(C)c1ccc(OCC(=O)Nc2cccc(S(=O)(=O)NC3=NCCCCC3)c2)cc1,-6,-11,4,0,i,-5,0,0,0
